Source: PubChem BioAssay (several laboratories)
Rpn11 inh – Rpn11 (human) deubiquitinase inhibition; O00487; human 26S proteasome, Ub4-pepOG fluorescence polarization; 20S core pre-blocked with epoxomicin; calls only at 20 µM; 360,000 tested, 0.59% active;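 active means inhibition at 20 µM, scaled to each plate's controls, above about 33%, limit read from the data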
LMPTP inh – LMPTP (human) inhibition; 360,000 tested, 0.22% active; recombinant LMPTP-A, OMFP fluorogenic substrate, fluorescence intensity; inhibition, % at 20 µM; P24666;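 active means compounds that cut the enzyme signal by at least half of the control window in the single-dose screen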;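 further: plate controls were DMSO wells with enzyme plus substrate for no effect and substrate without enzyme for full effect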
Target sequence (P24666 whole entry, looked up): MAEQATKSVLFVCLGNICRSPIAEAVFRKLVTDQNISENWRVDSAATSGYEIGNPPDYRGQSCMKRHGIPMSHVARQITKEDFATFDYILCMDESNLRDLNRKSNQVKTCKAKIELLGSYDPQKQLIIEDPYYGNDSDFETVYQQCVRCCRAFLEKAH
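Test system – LMPTP-A phosphatase enzyme · Quantity – 0.625 nM LMPTP-A final · Reagent – OMFP substrate, 400 µM final · Dosing – one test concentration per compound, 20 µM, with 3% DMSO overall · Timing – 50 min enzyme reaction at room temperature, protected from light · Detection – fluorescence intensity · Controls – substrate-only low control, DMSO enzyme-plus-substrate high control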
DNMT1 inh – blocks human DNA methyltransferase DNMT1; 360,000 tested, 0.83% active; DNMT1 molecular beacon, Hinp1I cleavage, fluorescence; AID 588458; P26358; inhibition (reported as % activation of signal), % at 10 µM; in the data active means inhibition above about 50%
Scp1 inh – blocks human Scp-1 phosphatase activity | Recombinant Scp1, phosphopeptide, malachite green phosphate absorbance | 340,000 tested, 0.88% active | inhibition, % at 20 µM | Q9GZU7;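 active means inhibition above about 50% at 20 µM, limit read from the data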;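 further: plate controls were DMSO wells with enzyme for no effect and wells lacking enzyme for full effect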
Target sequence (Q9GZU7 76-261 limits assumed): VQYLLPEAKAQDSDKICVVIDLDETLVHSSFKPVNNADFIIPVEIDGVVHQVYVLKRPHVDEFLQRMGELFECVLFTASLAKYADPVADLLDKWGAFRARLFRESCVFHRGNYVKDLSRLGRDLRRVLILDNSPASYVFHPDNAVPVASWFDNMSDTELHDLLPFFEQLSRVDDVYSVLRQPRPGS
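Assay system: SCP-1 catalytic fragment, aa 76-261 | Buffer or medium: Tris acetate buffer pH 5.5 with MgCl2 and Tween-20 | Compound: One concentration, 20 µM, with 1.0% DMSO | Also added: Phospho 17-mer peptide substrate | Signal: Absorbance at 630 nm | Incubation: 45 min enzyme reaction at room temperature | Measure: % inhibition of SCP-1 phosphate liberation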
SUMO1-SIM PPI – SUMO1-SIM interaction modulation. 360,000 tested, 0.33% active. SUMO1 binding to a labelled peptide, TR-FRET, 1 h. P63165. inhibition, % at 20 µM; in the data active means inhibition above about 37%
Target sequence (P63165 whole entry, looked up): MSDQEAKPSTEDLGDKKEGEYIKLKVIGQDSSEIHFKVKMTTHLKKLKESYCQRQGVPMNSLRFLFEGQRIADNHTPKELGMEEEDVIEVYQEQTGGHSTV
MsrA inh – bovine MsrA inhibition; purified bovine MsrA, absorbance read-out; inhibition, % at 15.5 µM; 360,000 tested, 0.75% active; AID 651718; in the data active means inhibition above about 4.5%;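 further: 0% = vehicle wells with enzyme and 100% = reference inhibitor wells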
CSN inh – CSN deneddylation inhibition. Purified CSN, SCF-Nedd8-OG deneddylation, fluorescence polarization. inhibition, % at 12.5 µM. 360,000 tested, 0.38% active. AID 651999;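 active means pattern-corrected inhibition above about 35%, with an unprinted fluorescence ratio check between 0.5 and 1.5, limit read from the data, passing the limit was not always enough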;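 further: 0% = enzyme with substrate and 100% = substrate without enzyme; some results filed as inactive read as strong as hits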
Target sequence (Q92905 whole entry, looked up, one chain of several): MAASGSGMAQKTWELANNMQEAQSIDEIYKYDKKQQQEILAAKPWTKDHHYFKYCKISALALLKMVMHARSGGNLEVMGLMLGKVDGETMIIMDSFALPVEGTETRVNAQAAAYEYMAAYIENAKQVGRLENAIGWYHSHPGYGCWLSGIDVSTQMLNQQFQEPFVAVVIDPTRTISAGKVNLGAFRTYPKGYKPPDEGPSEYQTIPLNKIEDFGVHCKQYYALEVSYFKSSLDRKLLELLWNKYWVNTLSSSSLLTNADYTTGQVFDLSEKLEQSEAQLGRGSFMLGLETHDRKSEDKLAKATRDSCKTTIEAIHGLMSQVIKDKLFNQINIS
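test system = HEK293T-derived human Csn5 enzyme | amount = 0.24 nM Csn5 enzyme, final concentration | medium = Tris/NaCl/DTT buffer, pH 7.5 | schedule = 90 min reaction at room temperature | signal = FP | evaluation = inhibition of Csn5 cleavage, % | compound dosing = single dose of 12.5 µM compound with 0.25% DMSO | probe or stimulus = 10 nM SCFSkp2-Nedd8OG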
NadD block – inhibitors of Staphylococcus aureus NadD; purified NadD enzyme, colorimetric absorbance read-out; inhibition, % at 20 µM; 360,000 tested, 0.78% active; in the data active means inhibition above about 26%; further: some compounds past the cut are filed as inactive
Tb MetRS inh – blocks T. brucei methionyl-tRNA synthetase activity; purified T. brucei MetRS, ATP depletion, Kinase-Glo luminescence; inhibition, % at 11.9 µM; 360,000 tested, 0.4% active; AID 624268;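 active means inhibition above a per-plate cutoff of the control wells' mean inhibition plus 3 SD, cut at about 5.5% in these data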;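 further: 0% = DMSO wells median and 100% = median of wells with control inhibitor compound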
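Material – parasite MetRS enzyme · Medium – HEPES-MgCl2-KCl buffer plus DTT, spermine, BSA, pyrophosphatase · Reagent – ATP, methionine and E. coli bulk tRNA substrates · Times – 15 min enzyme-compound preincubation, 2 h reaction, 10 min detection, 25 °C · Measured by – luminescence of leftover ATP · Evaluation – percent inhibition relative to median high and low control wells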
STEP block – STEP (human) phosphatase inhibition. 360,000 tested, 0.25% active. inhibition, % at 20 µM. recombinant STEP, OMFP fluorogenic substrate, fluorescence. AID 588621. P54829;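 active means inhibition at 20 µM, scaled per plate between control wells, above about 37%, limit read from the data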;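 further: 0% = DMSO with enzyme and substrate and 100% = substrate only without enzyme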
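Also added – OMFP at 25 µM · Test system – STEP tyrosine phosphatase · Technique – FITC-channel fluorescence of OMFP product · Schedule – 20 min at room temperature, dark · Evaluation – control-normalized % inhibition with plate pattern correction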
Active calls of the source: *; i = inactive; / = not tested or not shown.

Compound	Rpn11 inh	LMPTP inh	DNMT1 inh	Scp1 inh	SUMO1-SIM PPI	MsrA inh	CSN inh	NadD block	Tb MetRS inh	STEP block
COc1ccc(NC(=O)CSc2nnc(Cn3nnc4ccccc43)n2C)cc1	i	-1.1	0.9	-8.9	0.3	-0.6	2.6	-5.5	-0.4	3.5
CCCCCNCc1ccc(OCc2ccc(Cl)nc2)c(OC)c1	i	-0.5	3.2	-5.5	17.9	1.5	-13.2	-1.7	0.1	-3.0
CCOc1ccc(CCNC(=O)COC(=O)c2oc3ccccc3c2COC)cc1OCC	i	-0.9	4.1	-10.4	6.0	1.6	-1.3	-5.5	0.5	3.5
COc1ccc(S(=O)(=O)N2CCC(C(=O)NC3CCCC3)CC2)cc1C	i	-0.1	2.7	-3.6	4.2	-0.9	0.8	-2.6	-1.1	-0.9
COc1ccc(/C=N/NC(=O)c2ccc(N3CCCC3=O)cc2)cc1	i	-1.0	-2.3	-1.2	-8.3	1.0	-3.4	-0.4	-0.3	1.6
O=C(CSc1nnc(NC(=O)c2cccc(F)c2)s1)NCc1ccco1	i	-0.2	3.5	-6.1	8.0	2.9	-1.9	-0.8	-0.2	-1.4
CCn1c(SCC(=O)Nc2ccccc2OC)nnc1-c1cnccn1	i	-3.1	-8.9	-8.4	2.2	1.1	0.8	-7.6	-0.2	-1.8
CCC1(c2ccccc2)NC(=O)N(CC(=O)N2CC(=O)Nc3ccccc32)C1=O (stereo not drawn)	i	-0.4	10.6	2.1	0.9	-0.5	-6.2	-0.1	-0.5	1.9
CC(=O)C1=C(O)C(=O)N(Cc2ccccc2)C1c1ccco1 (stereo not drawn)	i	3.3	48.9	47.0	-3.0	1.7	-5.1	-0.2	-0.7	1.1
O=C(Nc1cccc(-c2cn3c(n2)SCC3)c1)c1ccc2c(c1)OCO2	i	6.7	-4.4	-4.9	14.8	-0.4	1.4	22.3	0.9	0.3
C/C(=N/NC(=O)c1ccc(Br)s1)c1ccncc1	i	-1.5	0.1	-8.3	-1.0	-0.1	-1.9	-2.0	-0.8	-1.6
COc1ccc(O)c(C=NCC(C)N=Cc2cc(OC)ccc2O)c1 (stereo not drawn)	i	-6.1	-12.6	-6.3	-0.9	0.8	0.0	0.1	-0.8	-0.2
CCOC(=O)c1cnc(Nc2ccc(OCC)cc2)nc1C	i	-0.4	0.8	-4.8	0.3	1.2	1.6	-2.5	-0.2	1.2
CC1(C)CC(=O)C2=C(C1)NC(Nc1nc3ccccc3o1)=NC21CCCC1	i	0.4	5.0	-8.7	-1.2	-0.4	-0.1	4.2	0.3	-0.9
Cc1ccc(S(=O)(=O)N[C@H](C(=O)N2CCC(C(=O)N[C@@H](CC(=O)O)C(=O)O)CC2)C(C)C)cc1	i	-0.7	1.4	4.1	5.3	-0.9	0.0	-1.3	-0.7	0.7
Cc1nn(Cc2noc(C(=O)NC3CCC(C)CC3)n2)c(C)c1Br (stereo not drawn)	i	0.7	-0.1	-9.1	1.8	-0.2	-1.9	4.6	-0.2	-2.2
Cc1ccc(S(=O)(=O)NC2(C(=O)O)CCCCC2)cc1	i	-0.4	-2.3	-2.2	0.5	0.5	-3.3	9.6	-0.4	0.9
COc1ccc(CN=Cc2[nH]c3ccc(Br)c(Cl)c3c2O)cc1	/	0.3	-5.5	0.5	0.3	-0.1	11.0	13.1	0.2	-2.9
NC(=Nc1ccc(Br)cc1)c1ccccc1	i	-2.5	-0.7	3.6	1.3	0.2	-2.1	0.0	-1.1	-0.4
CC(c1ccccc1)N1C(=O)c2ccc(C(=O)Nc3ccc(Br)cc3C(=O)O)cc2C1=O (stereo not drawn)	i	4.2	-1.0	-4.7	25.2	0.8	12.5	13.6	0.0	6.3
O=C(NNS(=O)(=O)c1ccc([N+](=O)[O-])cc1)C1CCCCC1	i	-0.5	-1.4	-6.1	-23.1	0.1	-1.8	-3.1	-0.4	3.3
O=C(CN1CCN(c2cccc(Cl)c2)CC1)N1CCCC1	i	-1.2	-0.3	0.2	-2.2	0.5	-2.2	1.0	-0.6	-7.5
C=CCSc1nc2nc(C)cc(C)n2n1	i	-1.1	0.8	1.1	0.9	0.6	-1.9	-1.3	-0.9	-1.6
Nn1cnnc1N/N=C/c1cc(Br)cc(Br)c1O	i	-2.2	-3.2	-1.9	4.5	0.5	14.2	0.7	0.0	2.3
O=C1Cc2ccccc2C(=O)N1c1ccccc1	i	2.1	-6.4	-2.0	-0.2	0.9	-1.6	-3.6	0.6	3.4
COc1ccc(C2=NN(C(=O)c3ccccc3C(=O)O)C(c3ccccc3O)C2)cc1 (stereo not drawn)	i	-1.0	-7.1	7.0	-7.2	0.2	6.6	8.0	0.1	-1.0
Cc1ccc2[nH]c(=O)c(CN(CC3CCCO3)C(=O)c3cccs3)cc2c1 (stereo not drawn)	i	-0.7	1.7	1.8	2.0	1.3	3.2	-3.7	0.4	1.7
CCOc1ncccc1C(=O)Nc1ccc(S(=O)(=O)Nc2nccs2)cc1	i	0.5	0.1	-9.0	3.7	0.6	-0.3	-5.1	-0.1	-4.2
Cc1ccnc(NC(=O)C2CCC(CNc3c(N4CCCC4)c(=O)c3=O)CC2)c1 (stereo not drawn)	i	5.8	3.0	-6.0	-1.5	1.4	-1.6	0.9	0.9	-1.7
CN1CCN(S(=O)(=O)c2cccc(C(=O)Nc3cccc(S(N)(=O)=O)c3)c2)CC1	i	-1.9	0.5	-10.1	4.7	-0.9	0.6	-3.4	0.0	-2.1

Gathered by group, those above containing an NH in an aromatic ring
Compound	Rpn11 inh	LMPTP inh	DNMT1 inh	Scp1 inh	SUMO1-SIM PPI	MsrA inh	CSN inh	NadD block	Tb MetRS inh	STEP block
COc1ccc(CN=Cc2[nH]c3ccc(Br)c(Cl)c3c2O)cc1	/	0.3	-5.5	0.5	0.3	-0.1	11.0	13.1	0.2	-2.9
Cc1ccc2[nH]c(=O)c(CN(CC3CCCO3)C(=O)c3cccs3)cc2c1 (stereo not drawn)	i	-0.7	1.7	1.8	2.0	1.3	3.2	-3.7	0.4	1.7

Going on with the list:
Compound	Rpn11 inh	LMPTP inh	DNMT1 inh	Scp1 inh	SUMO1-SIM PPI	MsrA inh	CSN inh	NadD block	Tb MetRS inh	STEP block
COc1cc(S(=O)(=O)NC(C)C)ccc1Cl	i	-0.7	13.4	7.1	-2.6	1.1	1.8	3.2	-1.8	0.3
O=C(COCC(=O)NCc1ccccc1)NCc1ccccc1	i	0.4	-4.4	-3.9	-1.0	-0.9	-1.0	-7.5	0.0	-0.1
COc1ccc(CNC(=O)c2ccc(NC(=O)CC3SC(N4CCCCC4)=NC3=O)cc2)cc1 (stereo not drawn)	i	-0.1	-2.4	-4.3	6.4	-0.5	1.0	1.3	-1.0	-0.9
CN(C)/C=C(\C=O)c1ccc(Cl)cc1Cl	i	-1.5	8.8	-3.9	-0.9	0.2	2.7	0.9	-0.1	-1.5
N#Cc1c(-c2ccc3c(c2)OCO3)ccn2nc(-c3cccc(C(F)(F)F)c3)nc12	i	1.2	12.9	-14.5	-2.5	-0.8	4.0	7.2	-0.4	5.0
Cc1nn(-c2ccccc2)nc1C(N)=O	i	3.1	3.7	-9.8	0.3	1.0	2.6	0.7	-0.6	-1.9
O=C(COC(=O)Cn1cnc2ccccc21)Nc1cccc2c1C(=O)c1ccccc1C2=O	i	24.2	27.5	12.3	6.3	0.1	-0.1	28.0	-0.6	7.0
O=c1ccc2ccc(Oc3ccc([N+](=O)[O-])cc3Cl)cc2o1	i	-1.3	-0.5	-5.2	-20.9	2.0	1.5	-5.2	0.4	0.4
NC(=S)N/N=C1\CCOc2ccc(F)cc21	i	-1.5	2.1	7.6	-8.7	2.7	1.9	1.5	-0.2	2.2
Cc1ccc(S(=O)(=O)N(C)C)cc1NC(=O)C(C)OC(=O)c1ccc2ccccc2n1 (stereo not drawn)	i	0.5	7.2	-7.3	-4.8	0.7	-2.3	3.5	-0.1	0.9
CCc1nnc(NC(=O)CSc2ncnc3c2oc2ccccc23)s1	i	1.3	-21.5	-6.5	65.5*	-1.0	6.4	7.7	-0.2	-0.4
CCOC(=O)CNC(=O)c1cc(-c2ccccn2)nc2c(C)c(Cl)ccc12	i	0.0	1.3	-3.9	-11.5	-0.3	-4.1	-15.6	0.0	-1.1
COc1ccccc1/C=C/C=N/NC(=O)c1ccccn1	i	0.2	3.3	-5.5	-15.0	4.6*	6.0	4.8	-0.6	1.3
Cc1ccc(S(=O)(=O)NCCCNC(=O)N2CCOCC2)cc1	i	-0.3	-1.4	-4.6	-1.9	-0.7	2.2	3.6	-0.5	-0.6
CCn1c(SCc2cccc(C)c2)nnc1-c1ccccc1	i	-1.6	-1.6	-6.5	1.6	-0.8	2.7	-4.6	-0.7	-1.1
Cn1cnc(Sc2ncnc3nc[nH]c23)c1[N+](=O)[O-]	i	-5.5	-0.6	-2.7	-8.7	-0.7	-2.2	-6.0	-0.2	-3.2
CCOc1ncccc1C(=O)OCC(=O)c1cc(C)n(Cc2ccco2)c1C	i	0.5	-3.3	0.3	-0.3	-0.4	-1.1	-4.4	0.0	-1.0
CC1CCN(c2c(NCC3CCC(C(=O)NCc4ccccc4Cl)CC3)c(=O)c2=O)CC1 (stereo not drawn)	i	-1.1	-0.7	-13.2	-0.7	-0.8	5.5	3.1	0.4	0.9
COc1cc(NC(=O)c2ccc(Cl)cc2Cl)ccc1NC(=O)c1cccs1	i	1.5	3.7	0.9	2.3	0.2	0.4	-4.8	-0.3	-2.8
CCOc1ccccc1-n1c(C)nc2cc(C(=O)O)ccc21	i	-0.1	3.2	-5.2	2.1	-0.9	-1.4	-2.6	-0.6	-1.3
COc1ccc(CN(C)CC(=O)Nc2ccc(SC(F)F)cc2)cc1OC	i	-1.0	1.8	9.2	3.7	-0.5	-5.3	-5.5	-1.7	0.2
Cc1ccc(C(=O)NCC(=O)OCC(=O)Nc2cc(S(=O)(=O)N3CCOCC3)ccc2C)cc1	i	-0.4	1.1	-2.0	2.5	0.6	-2.3	-0.3	-0.3	-1.3
